Wnt bcat act: activates Wnt/beta-catenin signaling in a reporter cell assay. activation, % at 9.35 µM. activator, plate reader. hit rate 1.2% among 300,000; in the data active = activation above about 30%, passing the limit was not always enough;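 note: 0% = neutral control wells and 100% = positive control wells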
RTF Ca sens inh: cardiac RTF calcium desensitization; P19429+P45379; IANBD-labeled cardiac RTF, Ca2+ fluorescence; inhibition, % at 7.15 µM; hit rate 0.12% among 340,000;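 active = inhibition above the mean inhibition of all tested compounds plus 3 SD, cut at about 17% in these data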;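 note: assay run at fixed EC70 calcium of 1.6 mM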
LANA DNA inh: inhibitors of KSHV LANA C-terminal domain DNA binding. hit rate 0.078% among 340,000. inhibition, % at 9 µM. MBP-C-LANA/FAM-LBS DNA binding, fluorescence polarization;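 active = highest replicate inhibition at or above 60% at 9 µM, even if other replicates fall short; inactive = all replicates below 60% inhibition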;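 note: 0% = neutral control wells and 100% = 4 µM acridine orange control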
Arrestin-AP2 inh: human beta-arrestin and AP2 interaction inhibition; FITC-arrestin peptide / GST-AP2 beads, flow cytometry; AP2 beta2 appendage carries R879A mutation; hit rate 0.31% among 340,000; inhibition, % at 10 µM; AID 504490;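 active = inhibition above a set limit, near 3 SD of compounds lacking own fluorescence, cut at about 54% in these data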;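 note: plate controls were DMSO wells for no effect and 5 µM unlabelled arrestin peptide for full effect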
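Test system: GST-tagged AP2 beta2-adaptin appendage (R879A) on 4 µm glutathione beads; also added: fluorescein-tagged arrestin peptide at 50 nM final; timing: 12 min plus 1 h, RT; signal: flow cytometry, FL1 (488/535 nm); read-out: percent drop in bead-associated FITC signal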
cardiac RTF act: increases calcium sensitivity of human cardiac regulated thin filaments | P19429+P45379 | IANBD-labeled TnC RTF fluorescence at EC20 calcium; 0% EC20 calcium, 100% full calcium | activation, % at 7.2 µM | hit rate 0.24% among 340,000 | AID 493008;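 active = activation above the mean over all tested compounds plus 3 SD, cut at about 30% in these data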;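 note: rise in fluorescence read as greater calcium sensitivity of cardiac thin filaments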
Pemphigus Ab inh: inhibitors of pemphigus antibody binding to human desmoglein-3; DSG3-coupled beads, scFv-anti-DSG3-GFP binding, flow cytometry; active compounds read low; P32926; binding (percent of control), % at 10 µM; hit rate 0.48% among 310,000;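 active = binding more than 3 SD below its plate's average and above zero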;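 note: hits lower antibody fragment binding to DSG3; some compounds called inactive have numbers as strong as hits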
Target sequence (P32926 whole entry, looked up, the tested form may be a part): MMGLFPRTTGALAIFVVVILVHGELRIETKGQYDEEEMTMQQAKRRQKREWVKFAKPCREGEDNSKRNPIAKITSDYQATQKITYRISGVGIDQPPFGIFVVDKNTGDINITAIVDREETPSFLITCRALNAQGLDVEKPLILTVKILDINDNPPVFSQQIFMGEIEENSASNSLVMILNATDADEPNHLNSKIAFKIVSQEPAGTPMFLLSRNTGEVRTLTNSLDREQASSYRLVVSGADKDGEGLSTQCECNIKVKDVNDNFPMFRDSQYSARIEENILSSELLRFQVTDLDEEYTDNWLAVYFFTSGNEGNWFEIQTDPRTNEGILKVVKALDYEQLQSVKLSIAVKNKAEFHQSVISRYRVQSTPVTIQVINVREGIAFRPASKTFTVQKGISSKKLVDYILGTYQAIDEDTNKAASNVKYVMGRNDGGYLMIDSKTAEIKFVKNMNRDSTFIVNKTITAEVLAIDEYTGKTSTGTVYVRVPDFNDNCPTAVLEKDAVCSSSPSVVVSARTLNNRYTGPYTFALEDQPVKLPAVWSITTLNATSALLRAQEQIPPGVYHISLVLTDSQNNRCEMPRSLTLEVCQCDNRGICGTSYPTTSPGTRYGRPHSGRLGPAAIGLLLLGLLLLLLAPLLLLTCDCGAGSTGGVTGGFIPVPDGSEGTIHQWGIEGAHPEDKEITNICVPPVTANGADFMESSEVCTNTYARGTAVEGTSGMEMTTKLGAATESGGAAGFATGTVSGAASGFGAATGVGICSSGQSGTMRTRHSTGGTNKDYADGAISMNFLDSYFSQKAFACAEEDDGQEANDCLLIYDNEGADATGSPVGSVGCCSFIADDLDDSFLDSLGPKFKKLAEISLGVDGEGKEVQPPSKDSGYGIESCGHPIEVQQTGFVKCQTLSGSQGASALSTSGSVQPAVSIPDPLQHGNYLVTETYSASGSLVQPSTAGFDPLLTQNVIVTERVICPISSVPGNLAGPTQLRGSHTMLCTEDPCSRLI
Keap1-Nrf2 PPI: Keap1-Nrf2 (human) interaction inhibition. inhibition, % at 9.4 µM. hit rate 0.15% among 340,000. Keap1 Kelch-Nrf2 peptide fluorescence polarization, 1536-well. Q14145; in the data active = inhibition above about 12%;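 note: human Keap1 Kelch domain with fluorescein labeled Nrf2 9mer peptide probe; 0% = neutral control wells and 100% = peptide positive control; higher means more block of Keap1 binding to Nrf2 peptide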
MOR-DOR inv ag: inverse agonists of human mu-delta opioid receptor heterodimerization; P35372+P41143; cell-based MOR-DOR heterodimer luminescence, inverse agonism; inhibition, % at 9.3 µM; hit rate 0.21% among 340,000; AID 504357; in the data active = inhibition above about 22%, passing the limit was not always enough;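 note: 0% = cells with DMSO and 100% = wells without cells with DMSO; values of inactives mirror those of a sister screen read the other way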
V-ATPase pHluor: alters yeast V-ATPase proton transport; response, % at 10 µM; AID 504577; S. cerevisiae, pHLuorin cytosolic pH fluorescence; hit rate 0.37% among 350,000; in the data active = response mostly above about 7.3%, no sharp cut-off; inactive = mostly below about 5.4%; note: actives read high; inactives centre near 0; some compounds called inactive have numbers as strong as hits; reference of the scale not given here
OPRM1-OPRD1 ag: agonists of human mu-delta opioid receptor heterodimerization. P35372+P41143. cells, OPRM1-OPRD1 heterodimerization, luminescence. activation, % at 9.3 µM. hit rate 0.3% among 340,000; in the data active = activation above about 18%;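 note: 0% = vehicle-treated cells and 100% = reference agonist; values of inactives mirror those of a sister screen read the other way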
* hit, by the source's call; x = not tested or not shown. Compounds were not picked by outcome, and some 3.1% of all compounds hit somewhere here.

SMILES | Wnt bcat act | RTF Ca sens inh | LANA DNA inh | Arrestin-AP2 inh | cardiac RTF act | Pemphigus Ab inh | Keap1-Nrf2 PPI | MOR-DOR inv ag | V-ATPase pHluor | OPRM1-OPRD1 ag
Fc1ccc(Nc2ncnc3sccc23)cc1 | 3 | -3 | 0.7 | -1 | 0 | 113 | -3 | 5 | 8 | -1.0
Nc1cc(N)nc(SCC(=O)NCC2CCCO2)n1 (centres undefined) | -3 | 1 | 0.8 | -13 | 3 | 95 | -6 | 13 | 0 | -2.5
CS(=O)(=O)N(CC(=O)Nc1ccc(Br)cc1F)C1CCCCC1 | 5 | 0 | 2.2 | 52 | -2 | 105 | -4 | -4 | 1 | 0.8
CCN(CC(=O)Nc1c(F)cccc1F)C(=O)CCCc1nc2ccccc2c(=O)[nH]1 | -5 | -5 | -0.7 | 41 | 4 | 108 | -5 | 3 | 0 | -0.6
C[C@@]12CCC3[C@@](CCC4[C@@]3(C)CCC[C@@]4(C)C(=O)N3CCOCC3)(CC1=O)C2 (some centres undefined) | 4 | -1 | -0.4 | 23 | 3 | 100 | -3 | 2 | -1 | -0.3
Cc1cc(Cl)ccc1NC(=S)NCc1ccc(Cl)cc1 | -1 | -12 | -1.2 | -4 | 2 | 100 | 3 | -23 | 2 | 4.6
CCN(C(=O)COC(=O)/C=C/c1nc2ccccc2s1)c1c(N)n(Cc2ccccc2)c(=O)[nH]c1=O | 9 | -2 | 1.6 | 5 | 2 | 110 | -5 | 12 | -1 | -2.9
CC(=O)c1ccc(S(=O)(=O)N(C)CC(=O)NCC2CCCCC2)cc1 | 0 | 3 | 0.0 | 2 | -2 | 99 | 2 | -2 | -5 | 0.3
Fc1ccccc1NC(=S)NN(Cc1ccccc1)c1ccccc1 | 1 | -5 | -1.3 | 3 | -4 | 103 | -2 | -3 | 0 | 0.6
Clc1ccc(Cn2ncc3c(N4CCCC4)ncnc32)cc1 | 0 | -8 | 1.1 | 6 | -1 | 103 | -3 | 14 | 2 | -3.4
COc1cc(C(=O)NCC(c2ccccc2)N(C)C)ccc1OCc1c(C)noc1C (centres undefined) | 0 | -7 | -0.3 | 3 | -1 | 81 | 0 | -12 | -2 | 3.0
CCOC(=O)c1sc(C)c2c1NC(c1ccc(Cl)cc1)NC2=O (centres undefined) | -2 | -4 | 1.7 | -1 | 6 | x | -1 | -29 | 5 | 6.8
CN(C)c1ccc(S(=O)(=O)NCC(=O)N2CCN(c3ccccc3)CC2)cc1[N+](=O)[O-] | -1 | -4 | -0.5 | 12 | -14 | 97 | -3 | 0 | 1 | -0.1
Cc1cc(C)c2c(CC(=O)O)c(C)[nH]c2c1 | 0 | -3 | 1.7 | 10 | 2 | 100 | -8 | 10 | 3 | -1.9
COc1ccc(-c2nnc(SCC(=O)O)n2C)cc1OC | -4 | 4 | -0.3 | 3 | 0 | 106 | 0 | 2 | -1 | -0.3
Cc1cc(=O)oc2cc(Oc3ccc(C(N)=O)cc3[N+](=O)[O-])ccc12 | 1 | -1 | -0.2 | -1 | -2 | 101 | -1 | 18 | 1 | -3.5
Cc1sc2ncn(CC(=O)N3CCN(c4ccccn4)CC3)c(=O)c2c1S(=O)(=O)N1CCC(C)CC1 | -1 | 12 | 0.1 | 27 | -3 | 109 | -2 | 9 | 0 | -1.7
CC(Sc1nnc(N)s1)C(=O)c1c(N)n(C)c(=O)n(C)c1=O (centres undefined) | -2 | 3 | -1.4 | -14 | -2 | 101 | 4 | 2 | -4 | -0.4
O=c1cc(O)c2ccccc2n1Cc1ccccc1Cl | -4 | -16 | -8.6 | 4 | 2 | 95 | -2 | -19 | 6 | 4.0
COc1ccc(NC(=O)NC(=O)c2ccccc2)cc1 | 52* | -5 | 0.7 | 1 | -7 | 107 | -5 | 7 | 4 | -1.5
Cc1ccc(S(=O)(=O)Oc2ccc(/C=C3\C(=N)N4N=C(S(C)(=O)=O)SC4=NC3=O)cc2)cc1 | 2 | -3 | 4.6 | -19 | 1 | 107 | 0 | 13 | -2 | -2.5
Cc1cccc(NC(NC(=O)Cc2ccccc2)C(Cl)(Cl)Cl)c1 (centres undefined) | -1 | -17 | -0.9 | 2 | 7 | 99 | -5 | -30 | -4 | 5.7
O=C(c1ccc(COc2ccc3ccccc3c2)o1)N1N=C(C(F)F)CC1(O)C(F)F (centres undefined) | 4 | -7 | 1.4 | -9 | 1 | 96 | 0 | -42 | 2 | 7.8
CC(CNC(=O)CN1C(=O)c2cccnc2Oc2ccc(Cl)cc21)c1ccccc1 (centres undefined) | 3 | -15 | 1.4 | -6 | -8 | 111 | 7 | 12 | 0 | -2.3
COC(=O)NNC(=O)c1cccc(C)c1 | -3 | -1 | 0.9 | -2 | -5 | 98 | -3 | 9 | -1 | -1.6
COc1ccccc1C(=O)NCC(=O)Nc1cccnc1 | x | 3 | -1.5 | 9 | 4 | 116 | -3 | 9 | -2 | -1.8
CC(=O)OC1CCC2(C)C(COc3ccc4ccc(=O)oc4c3)C(C)(O)CCC2C1(C)C (centres undefined) | x | -4 | 1.3 | 4 | 1 | 119 | -7 | -13 | 6 | 2.2
CCOC(=O)C1=C(COC(=O)CCOc2ccc(C)cc2)NC(=O)NC1C (centres undefined) | -9 | -2 | 0.2 | 12 | 2 | 99 | -11 | 6 | -3 | -0.9
O=C(CC1CCCCC1)N1CCN(c2ccccn2)CC1 | x | 1 | -2.7 | 14 | -2 | 93 | 0 | 16 | -4 | -2.9
CCOc1ccc(NC(=S)N(CCN2CCOCC2)Cc2cc3cc4c(cc3[nH]c2=O)OCCO4)cc1 | 1 | 2 | 0.8 | 3 | 0 | 102 | -7 | 9 | -2 | -1.9
COc1ccc2sc(-c3ccc(S(C)(=O)=O)cc3)c(-c3ccc(SC)cc3)c2c1 | -2 | 4 | 1.5 | 7 | -2 | 100 | -5 | 6 | -5 | -1.2
Cc1nc(N2CCN(S(=O)(=O)c3ccc(Br)cc3)CC2)c2c(C)c(C)sc2n1 | -2 | -3 | 0.8 | -29 | 3 | 110 | 5 | -5 | -6 | 1.0
CCOC(=O)c1cnc(-n2nc(C)cc2C)nc1N1CC(C)OC(C)C1 (centres undefined) | x | -8 | -0.6 | 7 | 1 | 100 | 0 | 0 | -1 | 0.0
CCC1(C)CC(C(N)=S)CCO1 (centres undefined) | 0 | 0 | -0.2 | 5 | 4 | x | -3 | -4 | -1 | 0.8
COCCNC(=O)c1ccc(N2CC3CC(C2)c2cccc(=O)n2C3)c(NC(=O)c2ccc(Br)o2)c1 (centres undefined) | -1 | -1 | 0.4 | 6 | -3 | 106 | -1 | 12 | -4 | -2.4
O=C(Nc1ccncc1)C1c2ccccc2Oc2ccccc21 | -3 | 5 | -0.4 | 5 | -4 | 96 | 0 | 36* | 6 | -6.9
C#CC[N+]1(CC#Cc2ccc(C)cc2)CCCCC1 | -7 | 2 | -0.8 | 8 | -1 | 88 | -1 | 15 | 0 | -3.1
Brc1ccc(-c2nnc(-c3ccccc3)o2)o1 | x | 2 | 0.9 | -2 | 1 | 99 | -7 | 2 | 0 | -0.5
Cc1ccc(-n2c(SCC(=O)c3c(N)n(C)c(=O)n(C)c3=O)nc3sc4c(c3c2=O)CCCC4)c(C)c1 | x | -11 | 0.5 | -6 | 10 | x | -5 | -9 | 6 | 1.8
CC1CN(C(=O)Nc2cccc(C(F)(F)F)c2)CC(C)O1 (centres undefined) | 0 | 15 | 1.4 | 25 | 5 | 99 | 1 | 4 | 0 | -0.7

Entries of single compounds, quoted from the list.
C#CC[N+]1(CC#Cc2ccc(C)cc2)CCCCC1 in the list: Wnt bcat act = -7; RTF Ca sens inh = 2; LANA DNA inh = -0.8; Arrestin-AP2 inh = 8; cardiac RTF act = -1; Pemphigus Ab inh = 88; Keap1-Nrf2 PPI = -1; MOR-DOR inv ag = 15; V-ATPase pHluor = 0; OPRM1-OPRD1 ag = -3.1
COc1ccc2sc(-c3ccc(S(C)(=O)=O)cc3)c(-c3ccc(SC)cc3)c2c1 in the list: Wnt bcat act = -2; RTF Ca sens inh = 4; LANA DNA inh = 1.5; Arrestin-AP2 inh = 7; cardiac RTF act = -2; Pemphigus Ab inh = 100; Keap1-Nrf2 PPI = -5; MOR-DOR inv ag = 6; V-ATPase pHluor = -5; OPRM1-OPRD1 ag = -1.2

Remaining list, next part
SMILES | Wnt bcat act | RTF Ca sens inh | LANA DNA inh | Arrestin-AP2 inh | cardiac RTF act | Pemphigus Ab inh | Keap1-Nrf2 PPI | MOR-DOR inv ag | V-ATPase pHluor | OPRM1-OPRD1 ag
Cc1ccc(C)c(N=Cc2c(O)c3ccccc3oc2=O)c1 | x | -2 | 0.4 | 27 | 4 | 114 | -3 | 0 | 2 | -0.1
Cc1cccc(-n2c(SCC(=O)c3c(N)n(C4CC4)c(=O)[nH]c3=O)nnc2N2CCOCC2)c1 | -3 | -4 | 1.3 | -12 | 6 | x | -2 | 10 | -4 | -2.6
COc1cccc(C(=O)N/N=C(\C)c2cccc(NC(=O)c3ccc(F)cc3)c2)c1OC | 5 | 0 | -2.0 | 2 | 1 | x | -2 | 12 | 1 | -2.2
Cc1nc2c(=O)[nH]c3ccccc3c2o1 | 3 | -5 | -1.8 | 46 | 9 | 108 | 0 | 11 | -1 | -2.2
COc1ccc(N2C(=O)C(CC(=O)Nc3ccccc3)N(Cc3ccc(OC)c(OC)c3)C2=O)cc1 (centres undefined) | x | -9 | -0.4 | -5 | -7 | 85 | -1 | 7 | 0 | -1.1
CCn1nnnc1SCC(=O)Nc1ccc(OCc2ccccc2)cc1 | -1 | 2 | -0.7 | -3 | 4 | x | -8 | -5 | 1 | 0.8
O=C(CSc1nnc(NC(=O)c2ccccc2F)s1)NCC1CCCO1 (centres undefined) | -1 | -3 | -0.6 | -13 | -3 | 95 | 0 | 13 | -3 | -2.5
O=C(Oc1ccc([N+](=O)[O-])cc1)c1cc(-c2ccccc2)nc2ccccc12 | -1 | -10 | -0.2 | 20 | 1 | x | -2 | 20 | 6 | -4.8
CC(=O)C1C(c2ccc(C)cc2)c2c(noc2C)CC1(C)O (centres undefined) | -2 | 1 | 0.1 | 0 | 2 | 110 | -9 | 8 | 1 | -1.6
Cc1ccc(NC(=O)CSc2nn(-c3ccccc3)c(=S)s2)cc1S(=O)(=O)N(C)C | -11 | -6 | -0.4 | 13 | 4 | 104 | -4 | -8 | 2 | 1.4
Cc1ccc(C(CC(=O)O)Nc2nc(N3CCOCC3)nc(N3CCOCC3)n2)cc1 (centres undefined) | x | 7 | 0.7 | 5 | 1 | 94 | -3 | 1 | -1 | -0.1
O=C(COc1ccccc1Cl)Nc1ccc(S(=O)(=O)N2CCOCC2)cc1 | 1 | 2 | 1.3 | 33 | -8 | x | -5 | 0 | -7 | 0.1
O=C(c1cccnc1)N1CCN(c2ccc([N+](=O)[O-])cc2Cl)CC1 | -1 | -18 | -0.5 | 2 | -1 | 99 | 3 | -13 | -1 | 1.8
CN(C)c1nc(Oc2ccc(N)cc2)nc(N(C)C)n1 | -4 | -17 | -2.7 | 4 | 2 | 104 | 5 | 0 | 0 | -0.1
CN(C)S(=O)(=O)Oc1ccc(Cl)cc1C(=O)Nc1ccc(F)cc1F | -1 | 0 | 1.0 | -10 | 5 | 100 | 1 | 7 | 0 | -1.4
